LEDGF integ inh: blockers of LEDGF/p75-dependent integrase strand transfer – biochemical, TR-FRET, high throughput, primary screen | AID 743269, 2014 | actives 0.64% (n = 370,000) | inhibition, % at 3.7 µM | HIV-1 integrase (with human LEDGF/p75) | TR-FRET IN-LEDGF/p75 DNA integration, Eu/Cy5;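 active = inhibition above the screen-wide mean plus 3 SD, cut at about 13% in these data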;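 note: signal is the Cy5 over europium emission ratio at 671 and 618 nm; 0% = plate median of compound wells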
Rev-erbA mod: modulators of Rev-erb alpha DNA binding, primary screen, biochemical, FITC-DNA, fluorescence polarization, uHTS. actives 0.79% (n = 370,000). AID 1259318, 2017. activity, % at 10 µM. Nuclear receptor subfamily 1 group D member 1 (Homo sapiens), P20393. Rev-erbα–FITC-DNA binding, 90 min;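 active = activity above about 14%, limit read from the data; passing the limit was not always enough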;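 note: 0% = DMSO wells with 35 nM protein and 100% = DMSO wells with 750 nM protein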
Target sequence (P20393 whole entry, looked up): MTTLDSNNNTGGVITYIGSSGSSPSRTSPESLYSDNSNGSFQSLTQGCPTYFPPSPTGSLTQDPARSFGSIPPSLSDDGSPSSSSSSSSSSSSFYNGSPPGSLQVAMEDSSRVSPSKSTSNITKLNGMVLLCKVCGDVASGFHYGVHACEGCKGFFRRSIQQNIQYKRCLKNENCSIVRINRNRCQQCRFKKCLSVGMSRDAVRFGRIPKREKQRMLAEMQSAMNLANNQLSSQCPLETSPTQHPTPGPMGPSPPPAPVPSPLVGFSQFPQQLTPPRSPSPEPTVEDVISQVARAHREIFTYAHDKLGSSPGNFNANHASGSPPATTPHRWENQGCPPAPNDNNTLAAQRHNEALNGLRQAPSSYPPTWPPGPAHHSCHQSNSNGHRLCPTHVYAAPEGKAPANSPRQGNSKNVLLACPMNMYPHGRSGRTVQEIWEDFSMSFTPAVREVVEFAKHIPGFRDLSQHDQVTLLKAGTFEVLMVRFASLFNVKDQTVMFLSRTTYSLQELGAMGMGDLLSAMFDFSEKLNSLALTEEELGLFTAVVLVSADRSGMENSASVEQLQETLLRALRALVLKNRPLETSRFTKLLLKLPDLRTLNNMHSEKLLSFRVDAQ
ABHD4 inh: ABHD4 inhibitors, primary screen, biochemical, fluorescence polarization, mouse. inhibition, % at 8.92 µM. AID 720543, 2013. (Lyso)-N-acylphosphatidylethanolamine lipase (Mus musculus), Q8VD66. purified mABHD4, FP-Rh probe fluorescence polarization. actives 0.54% (n = 370,000);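 active = inhibition exceeding the mean over every tested compound plus 3 SD, cut at about 30% in these data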;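 note: 0% = plate median of compound wells and 100% = S159A mutant with DMSO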
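Assay system: Wild-type mouse ABHD4 protein | Medium: HEPES pH 7.0 buffer, 150 mM NaCl, 0.01% Pluronic F-127 | Incubation: Enzyme–compound pre-incubation 45 min, then probe 60 min, both 25 °C | Technique: Fluorescence polarization with parallel and perpendicular emission, 525/598 nm | Evaluation: % inhibition of FP-Rh probe binding versus controls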
HTRA1 inh: HTRA1 serine protease inhibitors, primary screen, biochemical, fluorescence polarization, HTS | Q92743 | recombinant HTRA1, FP-rhodamine activity-based probe | inhibition, % at 5.96 µM | actives 0.5% (n = 340,000) | AID 504803, 2011; in the data active = inhibition above about 36%;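 note: 0% = enzyme with DMSO and 100% = wells lacking enzyme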
TCR-CD3 inh: inhibitors of human TCR-CD3 interaction, primary screen, biochemical, fluorescence, TAMRA-labeled TCR probe. inhibition, % at 9.4 µM. actives 0.37% (n = 360,000). AID 651800, 2012; in the data active = inhibition above about 19%;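 note: recombinant mutant TCR 2C K166C tagged with TAMRA read by polarization; 0% = receptor in buffer alone and 100% = receptor with positive control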
MBD2 inh: inhibitors of MBD2 binding to methylated DNA, primary screen, biochemical, TR-FRET, DNA-binding domain, human; actives 0.31% (n = 370,000); MBD2 binding to methylated oligonucleotide; AID 686964, 2013; inhibition, % at 4.4 µM; in the data active = inhibition above about 13%
PRMT1 inh: PRMT1 methyltransferase inhibitors, primary screen, biochemical, fluorescence polarization | Protein arginine N-methyltransferase 1 (Homo sapiens), Q99873 | recombinant PRMT1, activity-based probe fluorescence polarization | inhibition, % at 2.79 µM | actives 1.3% (n = 370,000) | AID 652257, 2013;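 active = inhibition above about 21% made by adding two undisclosed values, limit read from the data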
Target sequence (Q99873 whole entry, looked up): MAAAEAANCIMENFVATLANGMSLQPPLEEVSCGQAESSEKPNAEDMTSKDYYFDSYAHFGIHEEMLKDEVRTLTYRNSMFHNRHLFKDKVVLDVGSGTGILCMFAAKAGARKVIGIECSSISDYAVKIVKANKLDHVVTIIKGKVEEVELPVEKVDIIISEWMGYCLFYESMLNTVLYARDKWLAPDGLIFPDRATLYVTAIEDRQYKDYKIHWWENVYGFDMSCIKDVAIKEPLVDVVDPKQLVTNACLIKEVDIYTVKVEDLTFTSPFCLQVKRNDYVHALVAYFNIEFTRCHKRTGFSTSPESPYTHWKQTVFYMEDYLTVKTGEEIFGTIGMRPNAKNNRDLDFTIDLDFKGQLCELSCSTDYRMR
UHRF1 MBD2 ctr: UHRF1 methylated DNA binding inhibitors, primary screen, counter-screen for MBD2 inhibitor project, biochemical, TR-FRET, human UHRF1, single concentration; E3 ubiquitin-protein ligase UHRF1 (Homo sapiens), Q96T88; UHRF1 binding to methylated oligo; inhibition, % at 4.4 µM; actives 0.75% (n = 370,000); AID 687016, 2013; in the data active = inhibition above about 21%;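 note: UHRF1 SRA domain binding a hemimethylated CpG hairpin DNA probe; 0% = median of test compound wells and 100% = reference inhibitor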
rCAG binder: binders of r(CAG) RNA repeats, primary screen, biochemical, fluorescence. r(CAG) RNA repeat, TO-PRO-1 dye displacement fluorescence. inhibition, % at 3 µM. actives 1.3% (n = 370,000);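 active = inhibition above the plate cutoff, the mean of all test compounds on that plate plus 3 SD, cut at about 35% in these data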;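 note: 0% = DMSO alone and 100% = 100 µM mitoxantrone as full dye displacement; higher means more dye released from RNA so lower well fluorescence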
PG9 Ab binder: binders of HIV-1 gp120 antibody PG9, primary screen, biochemical, TR-FRET | inhibition, % at 6.7 µM | HIV-1 gp120 / PG9 antibody interaction | actives 0.43% (n = 360,000) | TR-FRET gp120-PG9 antibody binding; in the data active = inhibition above about 8.5%
An asterisk follows results filed as active; . = no result given. A portion of the library, so the mix of outcomes need not match the whole.

SMILES	LEDGF integ inh	Rev-erbA mod	ABHD4 inh	HTRA1 inh	TCR-CD3 inh	MBD2 inh	PRMT1 inh	UHRF1 MBD2 ctr	rCAG binder	PG9 Ab binder
CCCCn1c(N)c(N(CCC(C)C)C(=O)C2=NN(c3cc(C)ccc3C)C(=O)CC2)c(=O)[nH]c1=O	1	0	-6	3	2	-1	-2	1	1	-2.2
COc1ccc(-c2nc3c4c(ncn3n2)-c2ccccc2CC42CCCC2)cc1	2	1	0	-3	2	-5	-5	-1	-1	0.5
C[C@H](CO)N1C[C@H](C)[C@H](CN(C)C(=O)Nc2ccc(F)cc2)Oc2c(NC(=O)c3ccc(-c4nccs4)cc3)cccc2C1=O	1	0	-13	-43	5	-4	-2	2	3	-0.2
CCOC(=O)C1(CCc2ccccc2)CCN(C(=O)c2cccc(C)n2)CC1	3	1	-1	2	-2	-8	-4	2	-7	-3.5
COc1cc(C(=O)NNC(=O)/C=C/c2ccco2)cc(OC)c1OC	10	-4	-2	-1	9	-5	19	0	18	-0.7
CCN(Cc1ccccc1)C(=O)CCS(=O)(=O)c1ccc2c(c1)NC(=O)CO2	0	-2	7	1	-5	7	5	2	4	0.4
O=C(NCC(=O)N(CCN1CCOCC1)C(C(=O)NC1CCCC1)c1ccccc1)c1cccs1 (stereo not drawn)	2	-1	1	-2	1	1	-1	0	-8	-4.2
CCCCN1C(=O)c2ccc(C(=O)Nc3c(N)n(CCCC)c(=O)n(C)c3=O)cc2C1=O	-1	0	0	4	-1	2	-3	0	1	-0.3
CC(=O)NC(CC(=O)OCC(=O)NCCc1ccccc1)c1ccccc1 (stereo not drawn)	-1	-1	8	7	-12	2	2	-1	-5	-1.3
O=C(NC1CCSc2ccccc21)c1ccccc1F (stereo not drawn)	-2	-4	-1	-2	-10	1	2	3	2	-1.7
CC(NC(=O)CN(C)CC(=O)Nc1ccc(Cl)c(C(F)(F)F)c1)c1ccccc1 (stereo not drawn)	0	0	-4	-16	-1	5	-1	2	-7	0.8
CCOC(=O)Nc1ccc(S(=O)(=O)NC2CCCCC2)cc1	5	3	-2	-5	-3	2	3	-2	-4	0.1

The list goes on (two carried over from the part before).
SMILES	LEDGF integ inh	Rev-erbA mod	ABHD4 inh	HTRA1 inh	TCR-CD3 inh	MBD2 inh	PRMT1 inh	UHRF1 MBD2 ctr	rCAG binder	PG9 Ab binder
CC(NC(=O)CN(C)CC(=O)Nc1ccc(Cl)c(C(F)(F)F)c1)c1ccccc1 (stereo not drawn)	0	0	-4	-16	-1	5	-1	2	-7	0.8
CCOC(=O)Nc1ccc(S(=O)(=O)NC2CCCCC2)cc1	5	3	-2	-5	-3	2	3	-2	-4	0.1
NC(=O)CNC(=O)[C@@H]1CC2(CC(c3cccc([N+](=O)[O-])c3)=NO2)CN1C(=O)c1ccccc1 (stereo partly drawn)	-2	5	2	4	0	-4	-2	-3	1	-0.8
COc1ccc(CNC(N)=O)cc1OC	0	1	7	-3	-4	1	-1	0	-1	0.6
C=CCOc1cccc(C2/C(=C(/O)c3ccc(C)cc3)C(=O)C(=O)N2CCN2CCOCC2)c1 (stereo not drawn)	2	2	-1	-1	4	-2	-2	-1	2	-1.5
O=C(OCc1cn(-c2ccc(Cl)cc2)nn1)c1ccccc1	-1	-2	-6	-3	-1	1	0	2	-2	-0.9
Cc1ccc(C)c(NC(=O)CN(C)C(=O)CSCc2c(C)noc2C)c1	-1	-5	6	-5	3	2	8	-2	-1	-0.5
Cc1cccc(OCc2nnc(SCC(=O)Nc3cccc(C(=O)N4CCOCC4)c3)o2)c1C	3	3	-3	6	-4	4	-1	3	-7	-1.2
NC(=O)c1nsc(C(=O)N(c2ccc3c(c2)OCO3)C(C(=O)NCC2CCCO2)c2ccc(F)cc2)c1N (stereo not drawn)	0	2	-2	5	-4	3	1	2	6	-0.3
CCN(C(=O)COC(=O)CCc1ccccc1)c1ccccc1	2	3	2	-4	3	5	1	0	-8	-0.4
CC(=O)Nc1cc(-c2ccc(F)cc2)cn2c(-c3ccc(F)c(Cl)c3)cnc12	-2	4	-1	.	0	-6	3	-4	9	-2.2
COc1ccc(C(=O)c2ccc(Br)cc2)c(OC)c1OC	3	3	-13	-11	-4	0	-4	6	0	-1.7
CC(NC(=O)NC1CCCCC1)C(c1cccs1)N1CCN(Cc2ccccc2)CC1 (stereo not drawn)	-2	-3	5	1	-5	-1	-2	1	-1	-0.2
CC1(C)Cc2nc3sc4c(SCC(=O)NCc5ccco5)ncnc4c3cc2CO1	1	-3	-4	-2	9	0	1	0	12	-1.1
CCN(Cc1ccncc1)C(=O)c1cc(COc2c(F)cccc2F)on1	0	-4	-4	2	1	1	-3	-5	-8	0.6
OC(CNCC1CCCCC1)COc1ccccc1 (stereo not drawn)	-2	-3	-2	3	5	3	-6	9	2	-0.4
CCC(=O)N(Cc1cc2ccccc2[nH]c1=O)c1ccc(OC)cc1	-1	8	-2	2	0	-3	1	-2	-1	0.4
CCn1c(=O)n(CC(=O)NC2CCCC(C)C2C)c(=O)c2ccccc21 (stereo not drawn)	-2	2	1	2	-10	-1	1	5	-6	1.1
COc1ccc(C(C)(NC(C)=O)c2nc(-c3cccc(NC(C)=O)c3)cs2)cc1 (stereo not drawn)	2	-2	-6	.	2	-1	1	-1	1	-0.3
COc1ccc(-c2nnc3sc(C4CCCCC4)nn23)cc1OC	3	-2	1	2	-11	-3	5	-1	-5	2.4
Cc1ccccc1N1C(=O)C(Cl)=C(N2CCN(c3ccccc3)CC2)C1=O	-2	1	2	-2	6	-3	6	0	-2	0.4
COc1cc(NC(=O)c2c(F)cccc2F)c(Cl)cc1Cl	5	6	-6	.	-1	2	-3	-2	1	-1.0
COc1ccc(N2C(=O)c3n[nH]c(C)c3C2c2cccc(C(F)(F)F)c2)cc1 (stereo not drawn)	-3	-3	-6	.	-4	5	4	0	0	0.1
CCOC(=O)C1OC1(c1ccccc1)c1ccccc1 (stereo not drawn)	3	6	4	0	-1	0	-3	1	4	-0.8
COc1ccc(C(=O)N/N=C2\SCC(=O)N2Cc2ccc3c(c2)OCO3)c(OC)c1	1	-11	4	2	9	-2	-1	-1	-2	-0.4
COc1ccc(CCNC(=O)c2nnn(CC(=O)Nc3c(C)cc(C)cc3C)c2N)cc1OC	-1	-10	-5	2	-7	-7	0	-1	-3	2.6

Filtered by structure: those above containing a furan ring, fused or not (2)
SMILES	LEDGF integ inh	Rev-erbA mod	ABHD4 inh	HTRA1 inh	TCR-CD3 inh	MBD2 inh	PRMT1 inh	UHRF1 MBD2 ctr	rCAG binder	PG9 Ab binder
COc1cc(C(=O)NNC(=O)/C=C/c2ccco2)cc(OC)c1OC	10	-4	-2	-1	9	-5	19	0	18	-0.7
CC1(C)Cc2nc3sc4c(SCC(=O)NCc5ccco5)ncnc4c3cc2CO1	1	-3	-4	-2	9	0	1	0	12	-1.1

Other results
SMILES	LEDGF integ inh	Rev-erbA mod	ABHD4 inh	HTRA1 inh	TCR-CD3 inh	MBD2 inh	PRMT1 inh	UHRF1 MBD2 ctr	rCAG binder	PG9 Ab binder
CC1=CC(=O)CC(C)(C)[C@@]1(O)/C=C/[C@@H](C)O[C@@H]1O[C@H](CO)[C@@H](O)[C@H](O)[C@H]1O	-3	4	-3	-8	-2	-1	-2	-1	-1	0.2
COC(=O)C1=CN(c2ccc(OC)cc2)C(N)=C(C#N)C1c1ccc(OC)cc1 (stereo not drawn)	2	1	4	.	3	-4	4	0	4	0.8
N=c1c(C(=O)NC2CCCC2)cc2c(=O)n3ccccc3nc2n1Cc1ccccc1	3	-4	-3	1	-6	0	-1	2	5	0.6
CCCCC[C@H](O)/C=C/[C@@H]1[C@@H](C/C=C\CCCC(=O)O)[C@H]2CO[C@@H]1C2	1	0	-7	1	-2	4	3	-1	14	-0.4
CN(C)CCN(C(=O)c1ccc(N2C(=O)CCC2=O)cc1)c1nc2cc3c(cc2s1)OCO3	1	-3	7	-1	-1	6	7	1	1	0.0
COc1ccc(-c2csc(Nc3ncccc3C)n2)cc1OC	2	2	15	5	-1	-3	-1	-3	4	-0.3
CC(C)(C)c1ccc(C(=O)c2c[nH]c(C(=O)NCC3CCCO3)c2)cc1 (stereo not drawn)	2	6	-6	-14	2	-4	-3	-1	-11	-0.3
O=C(c1n[nH]c(=O)c2ccccc12)N1CCN(c2ccccc2Cl)CC1	-2	3	2	-2	5	-5	-2	-2	-7	-1.5
Cc1nc(CCNC(=O)c2ccccc2)cs1	-2	-1	-1	4	7	6	4	1	1	-0.5
COc1ccccc1C(=O)NNC(=O)c1sccc1-n1cccc1	-3	.	0	7	-2	3	-1	-3	7	2.0
CCCCN(C(=O)c1c(C)noc1C)c1c(N)n(CCCC)c(=O)[nH]c1=O	-1	-2	-1	-6	5	-1	-3	-1	2	-0.1
CCOC(=O)C(C)(C)NS(=O)(=O)c1ccc(Cl)c([N+](=O)[O-])c1	4	2	-2	1	3	-1	0	0	-2	1.9
COc1ccc(CN2CCN(Cc3cc4ccccc4o3)CC2CCO)cc1C (stereo not drawn)	1	6	-1	-10	4	2	-4	0	-10	-0.6
CCN(CC)C(=O)Cn1cc(S(=O)(=O)CC(=O)Nc2ccc(F)cc2)c2ccccc21	1	-3	0	1	-2	-3	0	1	-3	1.4
CCOC(=O)c1cc(/C(C)=N/OC(=O)c2ccc(Cl)cc2)on1	1	5	1	.	4	-7	-2	-2	0	1.1
CCC(=O)Nc1c2c(nn1-c1cccc(Cl)c1)CSC2	2	3	2	-19	-4	1	6	2	14	2.0
O=C(/C=C/c1ccco1)Nc1ccccc1N1CCCCC1	1	5	6	-9	-14	-3	0	3	-3	-1.6
COc1ccc(CNc2nc3c(c(=O)[nH]c(=O)n3C)n2Cc2ccccc2C)cc1	2	-2	9	-5	6	-3	-2	1	3	-1.4
COc1ccc(CN2C[C@]3(C=C4CCCCC4n4c(=O)n(-c5ccccc5)c(=O)n43)N=C2NC(=O)c2ccccc2)c(OC)c1 (stereo partly drawn)	2	-1	-3	.	.	1	0	-3	52*	.
Cc1cc(C(F)(F)F)c2c(n1)sc1c(O)cc(=O)[nH]c12	0	-2	3	-10	8	-4	-2	0	10	-0.8
Nc1nc(Nc2cccc(F)c2)nc(NCc2ccco2)c1[N+](=O)[O-]	1	4	-16	-76	2	-1	0	-2	20	-0.2
Nc1nc(C23CC4CC(CC(Cl)(C4)C2)C3)cs1	1	-7	5	9	4	-1	-1	-2	-2	0.0
CCc1noc(C)c1C(=O)NNC(=O)c1nn(CC)c(=O)c2ccccc12	1	-4	2	-2	-7	3	-3	0	-2	2.4
CN(CC(=O)Nc1cccc(F)c1)C(=O)CN1C(=O)NC2(CCCC2)C1=O	4	-6	-1	-3	-1	-2	-2	2	0	-0.8
CNS(=O)(=O)c1cccc(C(=O)OCCCOC(=O)c2cccc(S(=O)(=O)NC)c2)c1	0	6	-4	1	5	-1	1	-1	0	-0.3

Compound activity from PubChem BioAssay.
